# USP10 inh – inhibitors of human USP10 deubiquitinase. purified USP10, Ub-rhodamine fluorescence, 60 min. Ubiquitin carboxyl-terminal hydrolase 10 (Homo sapiens), Q14694. actives 1.1% (n = 47,000). inhibition, % at 20 µM
# USP7 block – inhibitors of human USP7 deubiquitinase. actives 0.3% (n = 47,000). Ubiquitin carboxyl-terminal hydrolase 7 (Homo sapiens), Q93009. inhibition, % at 20 µM. purified USP7, Ub-rhodamine cleavage fluorescence
# USP30 block – inhibitors of human USP30 deubiquitinase; Ubiquitin carboxyl-terminal hydrolase 30 (Homo sapiens), Q70CQ3; purified USP30, Ub-rhodamine cleavage fluorescence; inhibition, % at 25 µM; actives 5.3% (n = 47,000); AID 1645860, 2021
# USP17 block – inhibitors of human USP17 deubiquitinase; Ubiquitin carboxyl-terminal hydrolase 17-like protein 5 (Homo sapiens), A8MUK1; purified USP17, Ub-rhodamine cleavage fluorescence, 3 h; inhibition, % at 50 µM; actives 6.5% (n = 47,000)
# USP28 inh – inhibitors of human USP28 deubiquitinase; inhibition, % at 25 µM; purified USP28, Ub-rhodamine cleavage fluorescence, 30 min; actives 3% (n = 47,000); AID 1645857, 2021
# Target sequence (Q96RU2 whole entry, looked up): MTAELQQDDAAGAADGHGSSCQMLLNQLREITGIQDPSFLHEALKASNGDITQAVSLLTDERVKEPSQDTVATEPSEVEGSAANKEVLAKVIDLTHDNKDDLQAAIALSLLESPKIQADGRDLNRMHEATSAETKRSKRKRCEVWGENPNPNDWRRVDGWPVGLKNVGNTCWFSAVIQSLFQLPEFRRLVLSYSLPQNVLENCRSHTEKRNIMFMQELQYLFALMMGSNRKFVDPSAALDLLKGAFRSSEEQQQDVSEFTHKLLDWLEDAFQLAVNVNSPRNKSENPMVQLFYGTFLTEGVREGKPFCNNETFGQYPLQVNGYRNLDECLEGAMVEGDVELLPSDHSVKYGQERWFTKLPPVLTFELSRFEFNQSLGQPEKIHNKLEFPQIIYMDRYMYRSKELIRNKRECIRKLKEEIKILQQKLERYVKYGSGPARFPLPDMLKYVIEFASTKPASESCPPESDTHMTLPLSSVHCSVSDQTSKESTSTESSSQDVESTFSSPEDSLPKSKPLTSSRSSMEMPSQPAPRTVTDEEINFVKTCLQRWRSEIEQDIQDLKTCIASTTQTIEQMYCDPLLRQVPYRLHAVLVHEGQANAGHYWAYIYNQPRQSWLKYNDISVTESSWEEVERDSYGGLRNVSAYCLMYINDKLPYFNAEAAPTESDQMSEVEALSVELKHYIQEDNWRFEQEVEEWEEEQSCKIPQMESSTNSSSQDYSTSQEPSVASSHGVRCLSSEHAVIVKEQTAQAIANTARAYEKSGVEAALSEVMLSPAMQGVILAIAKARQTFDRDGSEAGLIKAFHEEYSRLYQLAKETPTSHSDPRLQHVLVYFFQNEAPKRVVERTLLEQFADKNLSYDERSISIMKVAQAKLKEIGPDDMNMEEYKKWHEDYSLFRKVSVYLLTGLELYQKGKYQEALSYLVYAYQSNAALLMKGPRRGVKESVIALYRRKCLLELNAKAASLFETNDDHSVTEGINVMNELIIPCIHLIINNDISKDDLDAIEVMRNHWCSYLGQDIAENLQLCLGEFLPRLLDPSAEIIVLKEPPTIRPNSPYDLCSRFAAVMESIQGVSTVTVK
# USP8 block – inhibitors of human USP8 deubiquitinase; actives 4.2% (n = 47,000); inhibition, % at 20 µM; purified USP8, Ub-rhodamine cleavage fluorescence, 30 min
# UCHL1 block – inhibitors of human UCHL1 deubiquitinase; Ubiquitin carboxyl-terminal hydrolase isozyme L1 (Homo sapiens), P09936; purified UCHL1, Ub-rhodamine cleavage fluorescence; inhibition, % at 20 µM; actives 0.2% (n = 47,000)
# OTUD3 inh – inhibitors of human OTUD3 deubiquitinase. OTU domain-containing protein 3 (Homo sapiens), Q5T2D3. purified OTUD3, Ub-rhodamine fluorescence, 2 h. inhibition, % at 25 µM. actives 0.7% (n = 47,000)
# * hit, by the source's call; i = inactive; / = not tested or not shown. Rule as the data show it: active = inhibition above about 30%; inactive = the rest.
SMILES,USP10 inh,USP7 block,USP30 block,USP17 block,USP28 inh,USP8 block,UCHL1 block,OTUD3 inh
COc1cc(CN(C(=O)c2oc3cc(C)ccc3c2C)c2ccccn2)cc(OC)c1OC,10,12,-10,17,11,32*,9,6
O=C(c1ccccc1S(=O)(=O)NCC(O)COc1ccc([N+](=O)[O-])cc1)N1CCCCC1 (centres undefined),0,-48,19,-24,0,-126,3,12
COc1ccccc1-c1nc(-c2nnn(-c3ccc(F)cc3)c2C)no1,-1,0,/,12,/,-2,2,-1
Cc1nn(-c2ccccc2)c(C)c1C(=O)OCC(=O)N(C)c1ccccc1,1,0,16,12,8,9,2,13
Cc1ccc(Cn2cc(S(=O)(=O)N3CCCCCC3)ccc2=O)cc1,2,-20,3,3,-3,-7,0,2
CCN(CC)S(=O)(=O)c1cc(C(=O)N2CCN=C2Cc2c(C)cc(C(C)(C)C)cc2C)ccc1F,5,5,0,-10,12,-87,10,9
CC1CCN(CCCNC(=O)C2CCN(S(=O)(=O)c3ccc4c(c3)OCCCO4)CC2)CC1,-4,-7,21,7,3,7,0,4
COCCCn1c(-c2ccc([N+](=O)[O-])cc2)nc2c(c(=O)c3ccccc3n2C)c1=O,0,0,-10,10,1,-55,-2,-3
Cc1nc(-c2nccn2C)cc(C2CCN(C(=O)c3scnc3C)CC2)n1,-1,6,12,6,7,16,0,16
COCCN1Cc2cccc(C(=O)Nc3ccc4c(C)cc(=O)oc4c3)c2C1=O,0,2,9,-4,6,11,0,1
Cc1cc(C)cc(C(=O)N2CCN(c3nnc4ccccn34)CC2)c1,-5,-8,-21,/,-6,-9,-3,-3
COc1ccc(CSc2nnc(CNC(=O)c3ccccc3C)n2C(C)C)cc1,0,-6,/,-22,/,3,-4,-2
Cc1cc(=O)n2nc(-c3ccc(Cl)cc3)nc2n1CC(=O)N(C)Cc1ccccc1,-3,-40,28,18,15,2,2,9
Cn1nc(-c2ccccc2)c(COC(=O)c2ccc(Cl)cc2Cl)c1Oc1cccc(C(F)(F)F)c1,7,8,-2,0,-13,15,5,-9
Cc1ccc(N2CC(c3nnc(NC(=O)CCCc4ccccc4)s3)CC2=O)cc1 (centres undefined),9,-1,-15,-7,-7,-59,-7,0
COc1ccccc1NC(=O)c1cc2c(C)nn(Cc3ccccc3)c2s1,1,-47,0,70*,20,-226,7,0
Cc1c(C)n(C)c2ccc(C(=O)NC3CCN(Cc4ccccc4)CC3)cc12,-5,0,-33,0,35*,-50,0,-8
Cn1c(=O)c2c(nc3n(CCCO)c(-c4ccccc4)cn23)n(C)c1=O,0,-4,-11,-6,-3,-34,-1,-3
CCC(C)(CC(=O)O)CC(=O)Nc1cccc(CO)c1 (centres undefined),0,0,4,0,-3,3,-3,-8
COc1ccc(CC(=O)N2CCc3cc(OC)c(OC)cc3C2COc2ccc([N+](=O)[O-])cc2)cc1 (centres undefined),6,-68,44*,2,13,-23,4,10
Cc1cc(C(=O)N2CCOCC2)c(C)n1-c1ccc(O)cc1,10,-6,17,86*,9,94*,20,28
O=C(CSc1nnc(-c2ccncc2)n1Cc1ccccc1)c1ccc2[nH]c(O)cc2c1,-3,-1,-48,58*,27,65*,-5,-5
Cn1nnc2c(NC3CC3)nc(Cc3ccc(Cl)cc3Cl)nc21,-3,-10,-8,-4,-5,2,-1,-7
CC(C)c1nnc(-c2ccc(=O)n(CC(=O)N3CCN(c4ccccn4)CC3)c2)o1,1,2,-17,-1,-1,1,-1,-3
O=C(CNc1nc(CN2CCCCC2)nc2sc3c(c12)CCC3)Nc1ccccc1Br,-4,-9,-1,25,17,14,1,8

# Entries of single compounds, quoted from the list. Order of values: USP10 inh, USP7 block, USP30 block, USP17 block, USP28 inh, USP8 block, UCHL1 block, OTUD3 inh
# O=C(c1ccccc1S(=O)(=O)NCC(O)COc1ccc([N+](=O)[O-])cc1)N1CCCCC1 (centres undefined) reads 0, -48, 19, -24, 0, -126, 3, 12
# COc1ccccc1-c1nc(-c2nnn(-c3ccc(F)cc3)c2C)no1 reads -1, 0, /, 12, /, -2, 2, -1

# The list goes on:
SMILES,USP10 inh,USP7 block,USP30 block,USP17 block,USP28 inh,USP8 block,UCHL1 block,OTUD3 inh
CNc1nc(C2CCCN2C)nc2c1CCNC2 (centres undefined),-4,2,-32,-6,-18,25,-3,-16
CCCN(Cc1cc2cc(C)ccc2[nH]c1=O)S(C)(=O)=O,1,0,30,11,12,2,3,7
CCN1C[C@H]2C3(CCN(C(=O)NC)CC3)CC[C@@]2(C(=O)N2CCCC2)C1,1,0,12,-36,-4,-128,-3,-3
O=S(=O)(c1ccccc1)c1csc(S(=O)(=O)N(Cc2ccccn2)Cc2ccccn2)c1,-8,-8,-59,-50,-19,-64,-15,-18
COc1ccc(Cn2nnnc2CN2CCN(c3nc4ccccc4s3)CC2)cc1,4,-4,20,-4,7,-3,3,1
Nc1ccc(S(=O)(=O)N2CCC(Cc3ccccc3)CC2)cc1,10,9,15,16,11,21,7,10
CN1CCN(C(=O)C2CCCN(S(=O)(=O)c3ccc(N4CCCC4=O)cc3)C2)CC1 (centres undefined),0,-1,2,2,4,0,-2,0
Cc1noc(C)c1CC(=O)N1C[C@@H](c2ccccc2)[C@@H]2NC(=O)CCCC[C@H]21,-1,3,7,9,7,11,3,12
CC1CCN(c2ccc3ccc(C(=O)NCc4ccccn4)cn23)CC1,-5,-45,i,-144,-207,-42,-45,-177
Cn1c(=O)n(CCOc2ccc(F)cc2)c(=O)c2cnc(-c3cccnc3)nc21,-6,-2,-140,-50,-64,5,0,-42
COc1ccc(N2CCN(CC(=O)Nc3nc4ccc(OC)cc4s3)CC2)cc1,4,2,2,-6,-11,-12,0,-8
N#Cc1ccccc1OCC(=O)N1CCC(c2nc3ccccc3o2)CC1,-1,1,16,32*,10,7,4,18
O=C(c1ccncc1)N1CCC2(CN(Cc3ccc(-c4ccccc4)cc3)C2)C1,-2,-6,-13,-30,-14,-57,-6,-11
O=C(OCc1csc(-c2ccc(F)cc2)n1)c1ccc2c(c1)OCCO2,-7,3,-18,4,-105,-70,-2,-1
CCN1C(=O)[C@H]2CN(CCOC)C[C@H]2C12CCN(C(=O)Cc1ccccc1)CC2,1,-16,-16,-28,2,-26,2,10
O=C1CC(C(=O)Nc2ccc(C(=O)O)cc2)C2(CCCCC2)O1 (centres undefined),1,4,-1,3,-4,8,0,4
Cc1ccnc(-n2c(C)c(C)c3c(=N)n(Cc4ccccc4)cnc32)c1,-6,-4,-74,-21,-17,-36,-7,-15
CCn1cc2c(n1)c(=O)n(Cc1ccccc1)c(=O)n2CC(=O)NCc1ccc(C)cc1,28,13,90*,56*,27,60*,2,35*
Cc1ccc(NC(=O)Cn2c(N3CCOCC3)nc3cc(C)n(C)c3c2=O)cc1,-4,1,49*,14,-11,5,1,-5
CC(C)C[C@H](NC(=O)c1ccc2nc(-n3cccc3)sc2c1)C(=O)NCc1ccco1,14,-2,-159,-17,-21,53*,-3,-14
Cc1noc(COC2CCN(S(=O)(=O)c3cccc(F)c3)CC2)n1,-3,4,17,14,12,17,3,16
Cc1ccc(CC(=O)N2CCC3(C2)C(=O)Nc2ccccc23)cc1 (centres undefined),-1,-8,15,-1,6,-25,0,7
COc1cc(OC)c(NC(=O)c2nc3ccccc3nc2N2CCCC2)cc1Cl,-6,-145,i,-141,-238,-250,-152,-167
COc1cccc(NC(=O)/C=C/c2cccc3ccccc23)c1,5,6,-8,-1,11,1,3,8
CCCCCCCCCCCC[C@@]1(C(=O)O)OC(=O)[C@@H](O)[C@@]1(O)C(=O)O,22,-11,41*,16,5,10,-2,8

# 3 entries out of the list, sorted by molecular weight, lowest first.
SMILES,USP10 inh,USP7 block,USP30 block,USP17 block,USP28 inh,USP8 block,UCHL1 block,OTUD3 inh
O=C1CC(C(=O)Nc2ccc(C(=O)O)cc2)C2(CCCCC2)O1 (centres undefined),1,4,-1,3,-4,8,0,4
CC1CCN(c2ccc3ccc(C(=O)NCc4ccccn4)cn23)CC1,-5,-45,i,-144,-207,-42,-45,-177
CN1CCN(C(=O)C2CCCN(S(=O)(=O)c3ccc(N4CCCC4=O)cc3)C2)CC1 (centres undefined),0,-1,2,2,4,0,-2,0

# Five entries from above, with bars between the fields:
structure | USP10 inh | USP7 block | USP30 block | USP17 block | USP28 inh | USP8 block | UCHL1 block | OTUD3 inh
Cc1ccnc(-n2c(C)c(C)c3c(=N)n(Cc4ccccc4)cnc32)c1 | -6 | -4 | -74 | -21 | -17 | -36 | -7 | -15
CCN1C[C@H]2C3(CCN(C(=O)NC)CC3)CC[C@@]2(C(=O)N2CCCC2)C1 | 1 | 0 | 12 | -36 | -4 | -128 | -3 | -3
Cc1noc(COC2CCN(S(=O)(=O)c3cccc(F)c3)CC2)n1 | -3 | 4 | 17 | 14 | 12 | 17 | 3 | 16
CCCCCCCCCCCC[C@@]1(C(=O)O)OC(=O)[C@@H](O)[C@@]1(O)C(=O)O | 22 | -11 | 41* | 16 | 5 | 10 | -2 | 8
CN1CCN(C(=O)C2CCCN(S(=O)(=O)c3ccc(N4CCCC4=O)cc3)C2)CC1 (centres undefined) | 0 | -1 | 2 | 2 | 4 | 0 | -2 | 0

# Later entries
SMILES,USP10 inh,USP7 block,USP30 block,USP17 block,USP28 inh,USP8 block,UCHL1 block,OTUD3 inh
Cc1nccc(N2CCCC2c2cncc(-n3ccnc3C)n2)n1 (centres undefined),1,4,10,0,9,-19,2,8
O=C(c1ccc2n[nH]nc2c1)N1CCN(S(=O)(=O)c2ccc3c(c2)OCCO3)CC1,3,6,1,21,10,19,3,7
CCc1c(C)nc2c(-c3ccccc3)c(Cc3ccccc3)[nH]n2c1=O,16,7,27,17,12,62*,-8,22
O=C(NC1CCCC1)C(c1ccncc1)N(Cc1ccccc1)C(=O)c1ccc(-c2ccccc2)[nH]1 (centres undefined),-13,-49,-61,/,6,15,3,0
CC(C)CN1CCN(S(=O)(=O)c2cc3n(c2)CCCN(C)C3=O)CC1,-3,0,-11,-3,-3,13,0,0
CC1(C)CC(=O)C2=C(C1)Nc1ccccc1N(Cc1ccccc1)C2c1ccccc1Cl (centres undefined),0,1,1,28,-4,-6,0,-3
O=C(Cn1cccc1-c1nnc(C2CC2)o1)N1CCc2ccccc2C1,0,-1,2,5,4,0,0,3
Cc1ccccc1CNC(=O)CCCN1C(=O)C(c2ccccc2)Oc2cccnc21 (centres undefined),0,-17,19,18,-7,16,0,13
CN(C(=O)COc1nsnc1N1CCOCC1)c1ccccc1,3,-2,16,9,1,2,2,7
O=C(CSc1ncnc2c1oc1ccccc12)Nc1ccccc1F,1,2,/,43*,/,6,0,-4
CNC(=O)[C@@H]1C[C@@H]2CN(C(=O)c3ccc(C)cc3)CCN2[C@@]12C(=O)Nc1ccccc12,3,0,2,1,1,0,-1,0
Cc1nc2cc3c(cc2n1CC(=O)N1CCCC1)OCCO3,1,0,-6,/,-6,-7,2,-2
Cc1nn(-c2ccc(C(=O)NCc3ccccc3)cc2)c2c1C(=O)CCC2,0,-5,-13,-4,-10,-4,-4,-1
CC(C)CCn1c(=O)c2sccc2n2c(=O)[nH]nc12,3,-10,23,6,5,1,2,18
CC1(C)Cc2c(sc3nc(Cc4ccccc4)nc(SCC(=O)NC(c4ccccc4)c4ccccc4)c23)CO1,16,4,22,6,-1,26,-1,2

# Screening results (PubChem)
